# CXCR6 inh: CXCR6 receptor inhibitors, primary screen, cell-based, beta-arrestin, luminescence, CHO-K1 PathHunter, 1536-well; C-X-C chemokine receptor type 6 (Homo sapiens), O00574; inhibition, % at 20 µM; hit rate 0.36% among 360,000; AID 602244, 2012; in the data active = inhibition above about 34%, passing the limit was not always enough;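 also: antagonist mode with CXCL16 agonist at 10 nM final; 0% = 10 nM CXCL16 with DMSO and 100% = unstimulated wells without agonist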
# CHOP UPR activ: activators of apoptotic CHOP UPR arm, primary screen, cell-based, CHO-CHOP luciferase reporter, luminescence, uHTS. activation, % at 10 µM. hit rate 0.34% among 330,000. AID 449763, 2010. UPR activation; percent of tunicamycin response over DMSO baseline;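 active = at 10 µM dose, activation of 40% or more, normalized to positive control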;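 also: 100% = tunicamycin at 10 µg/mL and 0% = DMSO alone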
#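 Material: CHO-CHOP cells, stable luciferase reporter of PERK-eIF2a-CHOP signalling; quantity: 500 reporter cells seeded per well; buffer or medium: F12 medium containing 10% fetal bovine serum; compound: one dose, 10 µM in 0.5% DMSO; incubation: 6 h compound treatment, 37 °C; measured by: Steady-Glo luciferase luminescence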
# Gli-Sufu block: Gli-Sufu pathway antagonists, primary screen, luciferase luminescence, Sufu-KO-LIGHT cells, uHTS | Sufu-KO-LIGHT fibroblasts, Gli luciferase reporter luminescence | inhibition, % at 5 µM | hit rate 0.74% among 340,000;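 active = inhibition above about 55%, limit read from the data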;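 also: 0% = DMSO-treated cells and 100% = wells with medium but no cells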
# UPR XBP1 act: activators of adaptive XBP1 UPR arm, primary screen, cell-based, CHO-XBP1 luciferase reporter, luminescence, uHTS; activation, % at 20 µM; hit rate 0.33% among 330,000; IRE1-XBP1 UPR activation; percent of tunicamycin response, DMSO as zero;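 active = versus positive control, 20 µM dose yields 30% or more activation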;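 also: 100% = tunicamycin at 10 µg/mL and 0% = DMSO only wells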
#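 Test system: CHO-XBP1 luciferase reporter cells | Buffer or medium: Serum-containing F12 medium, 10% FBS | Schedule: 6 h compound exposure at 37 °C, 5% CO2 | Detection: Steady-Glo luciferase glow luminescence, 10 min after reagent addition | Read-out basis: Activation, % of tunicamycin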
# Mdm2 MdmX PPI: inhibitors of human Mdm2-MdmX association, primary screen, cell-based, luminescence, split luciferase, SaOS-2, uHTS | AID 485346, 2010 | inhibition, % at 8 µM | hit rate 3% among 330,000 | Protein Mdm4 (Homo sapiens) + E3 ubiquitin-protein ligase Mdm2 (Homo sapiens), … | SaOS-2 split-luciferase Mdm2/MdmX complementation;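 active = inhibition of at least 50% at 8 µM in the primary screen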
# CCR6 antag: CCR6 receptor antagonists, primary screen, cell-based, CHO-K1, luminescence, beta-arrestin, uHTS; CHO-K1 CCR6 PathHunter beta-arrestin, CCL20-stimulated; inhibition, % at 20 µM; hit rate 0.49% among 340,000; AID 493098, 2011;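 active = compounds whose inhibition of the agonist-driven luminescence signal at 20 µM reaches about 50%, limit read from the data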;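 also: cells stimulated with CCL20 at 14 nM final; plate controls were DMSO with CCL20 for no effect and DMSO without agonist for full effect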
# Target sequence (P51684 whole entry, looked up): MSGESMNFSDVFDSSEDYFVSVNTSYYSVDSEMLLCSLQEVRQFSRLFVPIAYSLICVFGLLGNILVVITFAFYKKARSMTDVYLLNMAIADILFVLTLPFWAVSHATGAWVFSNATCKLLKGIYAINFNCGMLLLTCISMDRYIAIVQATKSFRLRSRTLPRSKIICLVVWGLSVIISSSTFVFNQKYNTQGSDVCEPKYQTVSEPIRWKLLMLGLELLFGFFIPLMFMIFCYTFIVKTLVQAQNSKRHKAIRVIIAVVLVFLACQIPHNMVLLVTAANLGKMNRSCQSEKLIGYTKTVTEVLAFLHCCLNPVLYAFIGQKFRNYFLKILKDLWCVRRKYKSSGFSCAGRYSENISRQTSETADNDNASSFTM
# EBI2 block: EBI2 receptor antagonists, beta-arrestin recruitment, primary screen, cell-based, luminescence, 7a,25-OHC stimulation, uHTS. inhibition, % at 5 µM. 7a,25-OHC stimulated. G-protein coupled receptor 183 (Homo sapiens), P32249. hit rate 0.81% among 360,000; in the data active = inhibition above about 38%;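 also: enzyme fragment complementation signal reports receptor beta-arrestin coupling in cells; 0% = agonist plus DMSO wells and 100% = wells without agonist; some results beyond the cut were filed as inactive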
# Target sequence (P32249 whole entry, looked up, the tested form may be a part): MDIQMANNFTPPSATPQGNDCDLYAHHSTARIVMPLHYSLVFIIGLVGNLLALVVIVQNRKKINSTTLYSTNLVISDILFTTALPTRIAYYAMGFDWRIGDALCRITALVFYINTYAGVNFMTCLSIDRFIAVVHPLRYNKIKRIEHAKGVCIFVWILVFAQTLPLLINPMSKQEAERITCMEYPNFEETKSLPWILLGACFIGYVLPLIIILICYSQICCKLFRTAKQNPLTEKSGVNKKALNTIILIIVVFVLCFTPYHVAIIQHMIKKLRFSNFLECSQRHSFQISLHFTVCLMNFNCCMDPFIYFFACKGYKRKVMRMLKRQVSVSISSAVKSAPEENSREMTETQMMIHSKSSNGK
# Jurkat NFkB inh: inhibitors of induced NF-kB luciferase reporter, primary screen, TCR NF-kB activation inhibitor project, cell-based, luminescence, uHTS | AID 435003, 2010 | inhibition, % at 4 µM | hit rate 0.53% among 330,000 | Jurkat, PMA/ionomycin-induced NF-kB luciferase reporter; in the data active = inhibition above about 50%
# 697 NFkB inh: inhibitors of PMA/ionomycin-induced NF-kB reporter, 697 cells, primary screen, B-cell NF-kB inhibitor project, cell-based, luminescence, uHTS | hit rate 0.33% among 330,000 | inhibition, % at 4 µM | 697 B-cell NF-kB luciferase reporter, 16 h; in the data active = inhibition above about 35%
# Starred values were filed as active, the others as inactive; . = no result given.
1. O=C(Nc1ccccc1Oc1cccnc1)C1CCCN(Cc2ccccc2O)C1 (stereo not drawn)
2. COc1cc(C(=O)N2CCN(c3cccc(C)c3C)CC2)ccc1OCC(=O)N1CCOCC1
3. O=C(COc1cccc2ccccc12)Nc1ccc(Cl)cc1C(=O)O
4. O=c1[nH]c2ccccc2nc1C(Cl)c1ccccc1 (stereo not drawn)
5. Cc1ccc(-n2c(C3CC3c3ccc(Cl)cc3)n[nH]c2=S)cc1 (stereo not drawn)
6. COC(=O)c1ccc(C)c(NC(=S)NCc2ccc(Cl)cc2)c1
7. COc1ccc(/C(O)=C2/C(=O)C(=O)N(CCCN3CCOCC3)C2c2ccc(C)cc2)cc1 (stereo not drawn)
8. CCOc1ccc(NC(=O)CN(C)C(=O)C2CC(=O)N(CCc3ccc(OC)c(OC)c3)C2)cc1OCC (stereo not drawn)
9. COc1ccc(N2CCC(CNC(=S)Nc3cccc(OC)c3)C2)cc1 (stereo not drawn)
10. Cc1cc(C)c(-n2c(C)cc(/C=C3/NC(=O)NC3=O)c2C)c(C)c1

compound no.	1	2	3	4	5	6	7	8	9	10
CXCR6 inh	9	10	-6	.	1	-6	5	3	.	.
CHOP UPR activ	-0.5	-0.6	.	2.1	-0.9	2.8	-1.4	.	-0.4	2.6
Gli-Sufu block	51	11	-10	.	1	0	-6	39	.	5
UPR XBP1 act	-9	-3	.	4	-2	-1	-2	.	-2	-4
Mdm2 MdmX PPI	18	25	.	-1	11	8	6	.	1	47
CCR6 antag	9	7	-2	.	5	-7	3	-9	.	15
EBI2 block	4	-4	-4	.	-8	-11	1	-2	.	.
Jurkat NFkB inh	5	-3	.	0	8	9	4	.	-2	8
697 NFkB inh	3	-2	.	11	-13	-15	-1	.	21	3

11. CC(C)(C)OC(=O)N1CCCC(C(=O)Nc2ccc(C(=O)N3CCCCC3)cc2)C1 (stereo not drawn)
12. COC(=O)c1cn(NC(=O)c2cc([N+](=O)[O-])ccc2F)c(=O)c2ccccc12
13. CCNC(=O)N(CC)C[C@H]1N[C@@](Cc2ccccc2)(C(=O)OC)[C@H]2C(=O)N(Cc3ccccc3)C(=O)[C@@H]12
14. COC(=O)c1cc(Br)ccc1N(Cc1cc(OC)cc(OC)c1)S(C)(=O)=O
15. CCOC(=O)CC1CCCCN1C(=O)CCCn1nnnc1CN1CCOCC1 (stereo not drawn)
16. C/C(=N\Nc1ccc(Cl)nn1)c1ccccc1O
17. CCOc1ccc(CCNC(=O)COC(=O)/C=C/c2cccc(OC)c2)cc1OCC
18. CC1CCCCN1S(=O)(=O)c1ccc(C(=O)Nc2nnc(-c3ccncc3)o2)cc1 (stereo not drawn)
19. COc1ccc(NC(=O)N(C2CCCCC2)C(C)c2ccco2)c(OC)c1 (stereo not drawn)
20. CCOc1ccc(NC(C)=O)cc1N

compound no.	11	12	13	14	15	16	17	18	19	20
CXCR6 inh	-6	0	3	11	-8	-2	-9	5	2	-6
CHOP UPR activ	1.0	-1.1	-1.7	-1.1	0.2	.	1.6	-1.7	0.1	1.3
Gli-Sufu block	12	24	0	-1	-1	52	-17	-3	5	-21
UPR XBP1 act	-2	-2	-3	1	-3	.	1	0	-9	1
Mdm2 MdmX PPI	-12	83*	29	-22	12	.	-12	22	19	3
CCR6 antag	6	-5	-8	10	2	10	8	2	23	-12
EBI2 block	5	-1	-4	5	-4	2	-6	-3	-2	-9
Jurkat NFkB inh	12	97*	6	-15	-7	.	-6	2	2	0
697 NFkB inh	5	-103	28	4	-6	.	-24	0	11	5

21. CC(=O)/C(N=Nc1ccc(-n2ccc(C(F)(F)F)n2)cc1)=C(\C)O
22. COc1ccc(NC(=O)Cc2ccc(Cl)cc2)cc1NC(=O)c1ccco1
23. Cc1ccc(C)c(NC(=O)CN(C)C(=O)c2oc3c(Cl)cccc3c2C)c1
24. CC(=O)c1cc2c(cc1NC(=O)CN1CCN(c3ccc(F)cc3)CC1)OCO2
25. Cn1cc(S(=O)(=O)c2ccccc2)c(=O)c2cc(Cl)ccc21
26. Cc1cnc(NC(=O)CN2CCN(c3ccccc3F)CC2)s1
27. CCCC(=O)N1CCN(c2ccc(NC(=O)c3cccs3)cc2Cl)CC1
28. COc1cccc(CNC(=O)CCNC(=O)c2ccccc2OC)c1
29. O=C1[C@H]2[C@H](ON3CCCC[C@H]23)C(=O)N1c1ccc(Cl)cc1
30. CC(=O)NN1CCc2cc3ccc(C)cc3nc21

compound no.	21	22	23	24	25	26	27	28	29	30
CXCR6 inh	3	6	-1	6	-1	2	-7	-1	12	-6
CHOP UPR activ	4.2	1.6	-0.9	-3.3	-0.8	-3.0	-0.3	-0.1	-1.5	0.2
Gli-Sufu block	-3	-4	12	-6	41	4	4	3	-4	19
UPR XBP1 act	0	-1	1	3	-1	-3	-1	-2	-2	6
Mdm2 MdmX PPI	5	0	25	25	18	15	3	24	1	-6
CCR6 antag	11	-5	-7	17	8	1	0	0	-1	-6
EBI2 block	-6	-3	10	6	-13	-2	-6	-1	-6	-3
Jurkat NFkB inh	0	15	30	-4	-9	-8	-18	7	-19	10
697 NFkB inh	-20	4	-12	4	-13	-3	-14	12	15	12

31. Cc1ccc(-c2nnn(CC(=O)N(c3ccc(F)cc3)C(C(=O)NC(C)(C)C)c3ccco3)n2)o1 (stereo not drawn)
32. COCCN(C(=O)CSc1nnc2cc(C)c3ccccc3n12)c1c(N)n(Cc2ccccc2)c(=O)[nH]c1=O
33. CN(C(=O)COC(=O)c1cccc(S(=O)(=O)N2CCCCC2)c1)C1CCS(=O)(=O)C1 (stereo not drawn)
34. COc1ccc(C(CNC(=O)c2ccc(NS(=O)(=O)c3cccc([N+](=O)[O-])c3)cc2)N2CCOCC2)cc1 (stereo not drawn)
35. CN(C)C(=O)C(=O)c1c(-c2ccccc2)cc2ccccn12
36. COc1cccc(/C=N/NC(=O)CSc2cccc3cccnc23)c1
37. COc1ccc(NC(=O)CC2C(=O)N(c3ccccc3)C(=O)N2Cc2ccco2)cc1 (stereo not drawn)
38. O=C(NC1CCCCCC1)c1c(F)c(F)c(F)c(F)c1F
39. CCn1cc(C(=O)Nc2cccc(C)c2)c(=O)c2ccc(C)nc21
40. O=C(OCc1c(Cl)cccc1Cl)c1cccnc1Cl

compound no.	31	32	33	34	35	36	37	38	39	40
CXCR6 inh	12	3	9	11	10	19	1	-1	.	8
CHOP UPR activ	-1.7	-1.1	0.2	-0.7	0.6	27	-2.2	-1.5	0.8	-2.3
Gli-Sufu block	2	-36	-1	-8	0	-3	-2	6	.	-4
UPR XBP1 act	1	-1	-4	-4	0	32*	0	-3	2	-1
Mdm2 MdmX PPI	-14	-28	21	22	5	25	1	-1	14	25
CCR6 antag	5	4	-4	6	-9	42	22	0	.	7
EBI2 block	12	-23	3	1	-11	7	-3	-15	.	0
Jurkat NFkB inh	-3	-4	8	0	-3	21	14	-11	-5	3
697 NFkB inh	-28	-7	12	-8	31	5	-5	1	6	-3

41. COc1cc(/C=C/C(=O)O)cc(S(=O)(=O)NC2CCCC2)c1OC
42. CC(=Nc1ccccc1)C1=C(O)C(Cc2ccc(O)cc2)NC1=O (stereo not drawn)
43. O=C(COC(=O)c1ccc(Cl)c(S(=O)(=O)N2CCN(c3ccc(F)cc3)CC2)c1)Nc1cccc(Cl)c1
44. Cc1ccc(C(=O)Nc2ccccc2N2CCCCC2)cc1
45. CC1(C)CCc2cc(-c3ccnc(=S)[nH]3)ccc2O1
46. Cc1ccc(C(=O)OCc2c(C)noc2C)cc1NC(=O)c1ccco1
47. CCOC(=O)C(C(=O)Nc1ccccc1C)C1CCCCC1 (stereo not drawn)
48. COc1ccc(Cl)cc1NC(=O)C1CCCO1 (stereo not drawn)
49. O=C(CN1CCN(c2ccccn2)CC1)NCCc1ccccc1
50. O=C(Oc1ccc(/C=N/O)cc1)c1ccccc1Cl

compound no.	41	42	43	44	45	46	47	48	49	50
CXCR6 inh	-8	-6	-6	-4	-2	0	8	4	-9	17
CHOP UPR activ	0.8	.	0.1	-1.6	1.7	0.1	-0.5	-1.6	-1.1	7.3
Gli-Sufu block	8	43	-4	-1	-15	6	2	-1	4	-15
UPR XBP1 act	-1	.	0	1	-3	0	1	-1	0	7
Mdm2 MdmX PPI	7	.	-11	-18	-2	0	-19	9	21	5
CCR6 antag	-8	5	9	20	8	7	13	3	-18	9
EBI2 block	6	3	8	0	13	-4	7	-3	4	-10
Jurkat NFkB inh	-4	.	6	-6	-158	-26	-6	3	17	9
697 NFkB inh	21	.	16	-10	-266	-23	-16	-1	6	2

51. CSc1nc(N(C)C)nc(N(C#N)CCOC(C)=O)n1
52. COc1ccccc1OCC(=O)NCCS(=O)(=O)N1CCN(c2ccc(F)cc2)CC1
53. N/C(=N\OC(=O)c1cc([N+](=O)[O-])ccc1Cl)c1ccccn1
54. O=C(C(=O)c1cccnc1)c1cccnc1
55. CC(=O)C1=C(C)NC(SCC(N)=O)=C(C#N)C1C (stereo not drawn)

compound no.	51	52	53	54	55
CXCR6 inh	-6	5	-11	0	-4
CHOP UPR activ	-1.5	0.7	7.0	0.9	-0.5
Gli-Sufu block	-1	-13	7	17	-1
UPR XBP1 act	0	-5	0	2	-3
Mdm2 MdmX PPI	3	-18	35	22	15
CCR6 antag	17	3	-41	-9	-14
EBI2 block	-5	-2	-9	5	-8
Jurkat NFkB inh	-1	8	-1	18	-11
697 NFkB inh	-4	18	-19	2	15

# 5 records picked at random from those above:
39. CCn1cc(C(=O)Nc2cccc(C)c2)c(=O)c2ccc(C)nc21
5. Cc1ccc(-n2c(C3CC3c3ccc(Cl)cc3)n[nH]c2=S)cc1 (stereo not drawn)
21. CC(=O)/C(N=Nc1ccc(-n2ccc(C(F)(F)F)n2)cc1)=C(\C)O
27. CCCC(=O)N1CCN(c2ccc(NC(=O)c3cccs3)cc2Cl)CC1
42. CC(=Nc1ccccc1)C1=C(O)C(Cc2ccc(O)cc2)NC1=O (stereo not drawn)

compound no.	39	5	21	27	42
CXCR6 inh	.	1	3	-7	-6
CHOP UPR activ	0.8	-0.9	4.2	-0.3	.
Gli-Sufu block	.	1	-3	4	43
UPR XBP1 act	2	-2	0	-1	.
Mdm2 MdmX PPI	14	11	5	3	.
CCR6 antag	.	5	11	0	5
EBI2 block	.	-8	-6	-6	3
Jurkat NFkB inh	-5	8	0	-18	.
697 NFkB inh	6	-13	-20	-14	.

# Assay outcomes: PubChem BioAssay, Sanford-Burnham Center for Chemical Genomics
